Pemphigus Ab inh: inhibitors of pemphigus antibody binding to DSG3, primary screen, biochemical, bead-based, flow cytometry, scFv-GFP; Desmoglein-3 (Homo sapiens), P32926; DSG3-coupled beads, scFv-anti-DSG3-GFP binding; stronger effect = lower value; binding (percent of control), % at 10 µM; actives 0.48% (n = 310,000);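 active means binding more than 3 SD below its plate's average and above zero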;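 further: hits lower antibody fragment binding to DSG3; some compounds called inactive have numbers as strong as hits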
CAL PDZ FP-1: CAL PDZ peptide-binding inhibitors, primary screen, biochemical, fluorescence polarization, Cer-tagged CAL PDZ, HTS; Golgi-associated PDZ and coiled-coil motif-containing protein (Homo sapiens), Q9HD26; purified CAL PDZ, TMR-peptide fluorescence polarization, 1 h; inhibition, % at 20 µM; actives 0.02% (n = 330,000); AID 504414, 2011;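 active means highest replicate inhibition of at least 40%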;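 further: plate controls were DMSO neutral control wells for no effect and unlabeled competitor peptide control wells for full effect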
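Read-out basis: mP drop reported as inhibition | Assay system: Tagged CAL PDZ protein CerCALP, purified | Benchmarks: Unlabelled peptide for full inhibition, DMSO wells as neutral | Schedule: 1 h incubation at room temperature before polarization reading | Buffer or medium: Sodium phosphate/NaCl buffer pH 7.4 with TCEP, IgG, Thesit | Doses: Single point, 20 µM | Measured by: Fluorescence polarization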
RTF Ca sens inh: cardiac RTF calcium sensitivity inhibitors, primary screen, biochemical, IANBD-TnC fluorescence, EC70 calcium; inhibition, % at 7.15 µM; AID 493244, 2011; actives 0.12% (n = 340,000); Troponin I, cardiac muscle (Homo sapiens) + Troponin T, cardiac muscle (Homo sapiens) + …; IANBD-labeled cardiac RTF, Ca2+ fluorescence;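 active means inhibition above the mean inhibition of all tested compounds plus 3 SD, cut at about 17% in these data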;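 further: assay run at fixed EC70 calcium of 1.6 mM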
V-ATPase pH: regulators of yeast V-ATPase proton pumping, primary screen, pHLuorin cytosolic pH fluorescence; S. cerevisiae; actives 0.37% (n = 350,000); AID 504577, 2011; response, % at 10 µM; in the data active means response mostly above about 7.3%, no sharp cut-off; inactive means mostly below about 5.4%; further: actives read high; inactives centre near 0; some compounds called inactive have numbers as strong as hits
DAGLB inhibitor: DAGLB lipase inhibitors, primary screen, biochemical, fluorescence, HTS. inhibition, % at 5.17 µM. actives 0.059% (n = 340,000). HEK293T DAGLB membrane lysate, EnzChek fluorogenic substrate; in the data active means inhibition above about 34%;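 further: 0% = enzyme with vehicle and 100% = wells lacking enzyme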
Target sequence (Q8NCG7 whole entry, looked up): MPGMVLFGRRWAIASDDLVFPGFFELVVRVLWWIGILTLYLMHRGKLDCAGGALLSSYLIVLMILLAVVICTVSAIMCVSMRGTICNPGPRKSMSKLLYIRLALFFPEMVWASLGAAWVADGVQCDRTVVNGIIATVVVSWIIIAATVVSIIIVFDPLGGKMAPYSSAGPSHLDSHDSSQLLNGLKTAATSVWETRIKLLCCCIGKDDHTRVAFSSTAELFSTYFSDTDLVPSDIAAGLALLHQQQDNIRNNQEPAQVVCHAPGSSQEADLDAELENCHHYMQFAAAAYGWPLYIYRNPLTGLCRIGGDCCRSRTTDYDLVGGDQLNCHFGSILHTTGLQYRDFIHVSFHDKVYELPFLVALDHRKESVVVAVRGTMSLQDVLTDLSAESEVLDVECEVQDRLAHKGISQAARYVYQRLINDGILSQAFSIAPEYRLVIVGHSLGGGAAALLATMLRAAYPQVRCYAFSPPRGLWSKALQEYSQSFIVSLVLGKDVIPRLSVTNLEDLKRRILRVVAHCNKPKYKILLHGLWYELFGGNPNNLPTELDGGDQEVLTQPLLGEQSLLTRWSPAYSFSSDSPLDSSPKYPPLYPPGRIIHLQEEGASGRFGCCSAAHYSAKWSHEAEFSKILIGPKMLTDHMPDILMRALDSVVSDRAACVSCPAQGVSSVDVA
C-LANA FP: inhibitors of KSHV C-LANA binding to DNA, primary screen, biochemical, fluorescence polarization, FAM-LBS DNA, MBP-C-LANA, single point; Kaposi's sarcoma herpesvirus LANA C-terminal domain (residues 932-1162) DNA binding; inhibition, % at 9 µM; actives 0.078% (n = 340,000); AID 504423, 2011;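 active means highest replicate inhibition at or above 60% at 9 µM, even if other replicates fall short; inactive means all replicates below 60% inhibition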;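 further: 0% = neutral control wells and 100% = 4 µM acridine orange control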
Arrestin-AP2 inh: inhibitors of beta-arrestin/AP2 binding, primary screen, biochemical, GPCR trafficking, flow cytometry. FITC-arrestin peptide / GST-AP2 beads; AP2 beta2 appendage carries R879A mutation. inhibition, % at 10 µM. actives 0.31% (n = 340,000). AID 504490, 2011;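 active means inhibition above a set limit, near 3 SD of compounds lacking own fluorescence, cut at about 54% in these data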;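 further: plate controls were DMSO wells for no effect and 5 µM unlabelled arrestin peptide for full effect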
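Assay system: GST-AP2 R879A bound to glutathione beads, E. coli-expressed; Medium: PBS with 0.05% Tween 20 and 0.1% BSA; Also added: fluorescein-tagged arrestin peptide at 50 nM final; Timing: 12 min plus 1 h, RT; Measured by: flow cytometry, FL1 (488/535 nm); Evaluation: percent drop in bead-associated FITC signal.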
CAL PDZ FP-2: untagged CAL PDZ binding inhibitors, primary screen, biochemical, fluorescence polarization, HTS. Golgi-associated PDZ and coiled-coil motif-containing protein (Homo sapiens), Q9HD26. purified CAL PDZ, TMR-peptide fluorescence polarization, 1 h. inhibition, % at 24.9 µM. actives 0.92% (n = 300,000). AID 602252, 2012;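 active means mean inhibition of at least 30% with at least half of replicates also reaching 30%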;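 further: 0% = DMSO neutral control and 100% = excess unlabeled competitor peptide PRC23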
Keap1 Nrf2 FP: Keap1-Nrf2 protein-protein interaction inhibitors, primary screen, biochemical, fluorescence polarization, single point | Keap1 Kelch-Nrf2 peptide fluorescence polarization, 1536-well | inhibition, % at 9.4 µM | actives 0.15% (n = 340,000); in the data active means inhibition above about 12%;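 further: human Keap1 Kelch domain with fluorescein labeled Nrf2 9mer peptide probe; 0% = neutral control wells and 100% = peptide positive control; higher means more block of Keap1 binding to Nrf2 peptide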
NSD2 HMT inh: NSD2 histone methyltransferase inhibitors, primary screen, biochemical, AlphaScreen, single concentration, set 2; Histone-lysine N-methyltransferase NSD2 (Homo sapiens), O96028; NSD2 peptide methylation, 120 min; inhibition, % at 12.5 µM; actives 0.54% (n = 310,000); AID 743445, 2014; in the data active means inhibition above about 50%
Numbers without * were called inactive; x = no result given. A portion of the library; the hit share may differ from the screen's.

SMILES | Pemphigus Ab inh | CAL PDZ FP-1 | RTF Ca sens inh | V-ATPase pH | DAGLB inhibitor | C-LANA FP | Arrestin-AP2 inh | CAL PDZ FP-2 | Keap1 Nrf2 FP | NSD2 HMT inh
COc1ccccc1Nc1nc2ccccc2[nH]1 | 106.5 | 0.3 | -2.6 | -3.7 | -1.1 | 0.1 | 4.2 | -5.1 | -1.5 | 0.0
Cc1cccc(C)c1NC(=O)CNC(=O)C1CCCN(C(=O)c2ccc(Cl)cc2)C1 (configuration not stated) | 101.3 | -2.0 | -5.0 | -4.2 | -2.1 | -0.7 | 3.1 | -4.1 | -0.4 | -2.1
Cc1cc(Cl)n2nc(C)c(-c3ccc(Cl)cc3)c2n1 | 107.5 | 7.2 | -0.8 | 0.0 | -4.5 | 0.4 | -19.4 | -4.2 | -0.4 | -3.1
Cc1cnc(NC(=O)Cc2ccc(C)c(C)c2)s1 | 105.2 | -2.6 | 0.7 | 5.1 | 1.1 | -0.7 | 19.7 | -1.9 | -2.3 | -1.3
COc1cc(OC)nc(NC(=O)CSc2nc3ccccc3o2)n1 | 87.5 | -2.5 | -0.4 | -3.6 | -6.5 | 0.5 | -4.0 | 2.4 | -2.5 | -2.4
CC1(C)Cc2c(cnn2-c2ccccc2)C(NC(=O)CCCN2CCCC2=O)C1 (configuration not stated) | 109.1 | -0.2 | -1.7 | 1.1 | -2.6 | -1.1 | 4.9 | x | 0.1 | -2.7
O=C(O)c1cc(NS(=O)(=O)c2cccc3nsnc23)cc(C(=O)O)c1 | 105.2 | 0.4 | -3.0 | 0.6 | -4.8 | 0.3 | 35.5 | 0.4 | -1.3 | -0.9
COc1c(C)oc2cc(O)ccc2c1=O | x | -0.9 | -2.0 | 3.4 | -0.5 | 5.0 | 11.6 | -5.1 | -1.0 | 0.0
CCn1nc(NS(=O)(=O)c2ccc([N+](=O)[O-])cc2)c2cc3ccccc3nc21 | 92.8 | -1.3 | -2.9 | -1.8 | 12.2 | 0.7 | -2.7 | 0.3 | -2.3 | 13.3
CN1CCN(S(=O)(=O)c2ccc(C(=O)NC3CCCCC3)cc2)CC1 | 118.9 | -0.9 | 0.4 | 7.5 | -0.9 | -2.0 | 1.0 | -1.5 | -5.5 | 0.6

3 compounds out of the list above, ordered by the number in CAL PDZ FP-1, largest number first:
structure,Pemphigus Ab inh,CAL PDZ FP-1,RTF Ca sens inh,V-ATPase pH,DAGLB inhibitor,C-LANA FP,Arrestin-AP2 inh,CAL PDZ FP-2,Keap1 Nrf2 FP,NSD2 HMT inh
O=C(O)c1cc(NS(=O)(=O)c2cccc3nsnc23)cc(C(=O)O)c1,105.2,0.4,-3.0,0.6,-4.8,0.3,35.5,0.4,-1.3,-0.9
COc1ccccc1Nc1nc2ccccc2[nH]1,106.5,0.3,-2.6,-3.7,-1.1,0.1,4.2,-5.1,-1.5,0.0
COc1cc(OC)nc(NC(=O)CSc2nc3ccccc3o2)n1,87.5,-2.5,-0.4,-3.6,-6.5,0.5,-4.0,2.4,-2.5,-2.4

Other entries.
SMILES | Pemphigus Ab inh | CAL PDZ FP-1 | RTF Ca sens inh | V-ATPase pH | DAGLB inhibitor | C-LANA FP | Arrestin-AP2 inh | CAL PDZ FP-2 | Keap1 Nrf2 FP | NSD2 HMT inh
COCCn1c(SCC(=O)Nc2ccc(Cl)c(S(=O)(=O)N(C)C)c2)nc2ccccc21 | x | -1.2 | -1.9 | 0.1 | -4.5 | -1.8 | -5.3 | -7.8 | 2.3 | -0.6
O=C(CSc1nc(-c2ccco2)cc(C(F)(F)F)n1)NC1CCCC1 | 98.6 | 0.7 | -3.9 | 3.0 | -2.2 | 0.1 | 22.1 | -6.2 | -0.4 | x
CCOc1ccc(NC(=O)Nc2ccc3nsnc3c2)cc1 | 95.3 | 1.7 | 5.0 | 8.0 | -2.5 | -0.9 | 18.9 | 2.9 | -5.7 | -2.2
S=C(NCc1ccc2c(c1)OCO2)Nc1ccc2nsnc2c1 | 110.6 | -2.0 | -8.4 | -0.5 | -1.9 | -0.9 | 2.8 | 3.8 | -1.7 | -0.1
CN(CC(=O)Nc1ccc(Cl)c(C(F)(F)F)c1)C(=O)c1cccc(N2C(=O)CCC2=O)c1 | x | -0.7 | -5.6 | 0.6 | 1.4 | 9.1 | 30.3 | -3.0 | 4.5 | 1.8
COc1ccc(S(=O)(=O)N2CCCCC2)cc1NC(=O)CCC(=O)N1CCC(c2ccccc2)=N1 | 101.9 | 0.9 | 3.2 | -4.4 | 2.8 | 0.6 | -3.5 | x | 9.0 | -3.3
Cc1c(C(=O)N2CCC2)oc2ccc(Cl)cc12 | 96.2 | -1.3 | 8.3 | -1.1 | 0.8 | -1.3 | 13.4 | x | 0.0 | 0.6
CC(=O)c1ccc(Oc2ncnc3sccc23)c(CN2CCOCC2)c1 | 100.2 | -1.4 | -5.9 | 2.8 | 2.9 | 1.0 | -1.9 | 0.6 | -3.0 | 0.7
COc1cccc(-c2ccc(SCc3ccccn3)nn2)c1 | 106.3 | -1.4 | 6.7 | 0.9 | -2.7 | 0.3 | 29.2 | -1.6 | -4.1 | -0.2
CSc1ccccc1C(=O)C1CCCN(C(=O)c2ccc(N3CCOCC3)cc2)C1 (configuration not stated) | 100.3 | -0.7 | -9.5 | 1.4 | 1.2 | 0.1 | -3.2 | x | -1.4 | 5.2
Clc1nc(NC2CCCCC2)c2cn[nH]c2n1 | 109.1 | -1.4 | -11.1 | 2.5 | 0.1 | -2.2 | 15.1 | -4.7 | -1.2 | 0.0
C/C(=N/OC(=O)c1c(-c2c(F)cccc2Cl)noc1C)c1cnccn1 | 106.9 | -0.2 | -6.7 | 1.6 | -4.2 | 1.9 | -14.5 | 2.4 | 1.6 | -2.1
Cc1cc2c(cc1C)C(c1ccccc1OC(C)C)CC(=O)N2 (configuration not stated) | 94.7 | 0.0 | 1.3 | 1.9 | -0.4 | -1.4 | 34.0 | 2.8 | -3.6 | 14.9
CN(C)S(=O)(=O)c1cc(NC(=O)CN2CCN(c3ccc(O)cc3)CC2)ccc1Cl | 101.4 | -1.7 | 8.6 | -4.5 | -2.0 | 1.7 | 8.6 | -1.9 | -4.4 | 2.2
CC(C)(C)Nc1nc(C(N)=O)nc(N2CCOCC2)n1 | 107.7 | 0.2 | 0.1 | -5.2 | -0.2 | 0.7 | -8.0 | x | -2.6 | -0.6
CC(=O)Nc1cccc(OCC(O)Cn2cnc3ccccc32)c1 (configuration not stated) | 89.7 | 0.6 | -7.5 | 2.3 | 1.3 | -1.9 | -4.9 | -2.7 | -2.7 | -1.1
Cc1nn(C2CCS(=O)(=O)C2)c(Cl)c1/C=C/C(=O)OCC(=O)Nc1ccccc1OC(F)F (configuration not stated) | 113.1 | -1.2 | -4.3 | 0.6 | 0.3 | 0.8 | -7.3 | 0.0 | -6.7 | -1.5
COc1ccc(OC)c(N(CC(=O)Nc2cccnc2)S(=O)(=O)c2ccc(C)cc2)c1 | 104.2 | -3.7 | -6.6 | -4.5 | -0.2 | 0.7 | 0.5 | -6.0 | 3.2 | 0.6
O=C(O)c1cscc1Cc1cccs1 | 103.9 | x | x | -3.7 | 0.2 | x | x | x | x | -0.9
NC(=O)CSc1nnc2n(N)c(=O)c3ccccc3n12 | 96.9 | 0.4 | -5.3 | -7.0 | -0.2 | -0.4 | 29.2 | -0.1 | -1.0 | -1.4
CCc1[nH]c(=O)c(C#N)c2c1CCCC2 | 113.8 | -3.6 | -2.5 | -3.2 | 1.3 | 1.4 | 12.3 | -2.1 | -1.8 | -5.1
COc1cc(/C=C/C(=O)N(C)c2ccccc2C(=O)O)cc(OC)c1OC | 91.2 | x | -8.2 | -8.5 | -4.5 | 1.4 | 2.0 | -2.1 | -3.3 | -1.3
CC(CCc1ccccc1)NC(=O)c1cnc(Cl)c(Cl)c1 (configuration not stated) | 93.2 | -0.6 | -5.1 | -2.2 | -3.4 | -0.1 | -19.6 | 0.9 | 1.7 | -1.9
CCCCN(C(=O)Cc1cccc(F)c1)c1c(N)n(CCC)c(=O)[nH]c1=O | 98.0 | -3.1 | -6.7 | 1.2 | -0.8 | 0.0 | 12.6 | 1.3 | -3.1 | -1.1
COCCN(CCOC)c1nc(-c2ccc([N+](=O)[O-])cc2)nc2ccccc12 | 114.9 | -0.2 | -13.4 | -1.9 | 1.3 | -2.9 | -4.9 | -1.8 | -6.0 | -1.2
Cc1cc(C)c(S(=O)(=O)/N=C2\C=CC(=O)C(Cl)=C2)c(C)c1 | 88.8 | -0.3 | -4.7 | 0.8 | 16.0 | 1.5 | 7.5 | x | 1.7 | x
COc1cccc(-c2nc(-c3ccc(NC(=O)c4ccncc4)cc3)no2)c1 | 104.4 | -2.0 | -3.8 | -0.1 | 1.2 | 0.4 | 5.4 | 27.7 | -0.9 | 1.3
Cc1ccccc1OCC(=O)OCC(=O)Nc1ccc(S(N)(=O)=O)cc1 | 93.6 | -2.7 | -4.7 | -1.4 | -3.2 | -2.7 | 3.9 | -1.8 | -5.5 | -0.6
COC(=O)c1ccc(COc2cc([N+](=O)[O-])cc3cccnc23)o1 | 97.5 | 0.8 | -13.5 | -0.9 | -0.2 | -1.6 | 7.4 | x | 2.6 | 18.4
N#CCCN(C(=O)COC(=O)CCN=C1NS(=O)(=O)c2ccccc21)c1ccc(F)cc1 | 104.8 | -1.6 | -15.0 | -3.0 | -0.1 | -1.8 | -13.2 | -0.4 | 5.3 | -0.9
Cc1ccc(C(=O)COC(=O)c2ccc(-c3cnc4ccccc4n3)cc2)cc1C | 116.9 | -0.3 | 1.8 | 3.7 | -4.7 | -0.6 | 0.2 | x | 3.0 | -2.4
O=C(c1ccc(Cl)cc1)N1CCC(O)(CSc2ccc(Cl)cc2)CC1 | 110.0 | -0.7 | -0.7 | 6.4 | -1.9 | 1.2 | 33.3 | x | -5.9 | -2.0
CC(C)OP(=O)(OC(C)C)C(C)NC(=O)Cc1ccccc1 (configuration not stated) | 100.0 | -0.3 | 8.7 | -1.4 | -0.9 | 0.6 | -7.9 | x | 0.7 | -1.0
COC(=O)c1ccc(CSc2ncnc3c2oc2ccccc23)o1 | 97.0 | -2.2 | -8.4 | -1.1 | -2.6 | -2.2 | -3.5 | x | -0.6 | -0.6

Source: PubChem
